# Efflux pump mplx: blocks antifungal efflux pumps in multiplex yeast assay; S. cerevisiae Candida pump triplex, Nile Red efflux; inhibition, % at 10 µM; 0.44% of 330,000 active; AID 485275;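 active = plate passing quality check with inhibition over a set limit, or well fluorescence over plate mean plus 4 SD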;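 also: Nile Red retained in pooled yeast measured as flow cytometry median fluorescence; 0% = buffer negative control and 100% = Enniatin B positive control; higher means more Nile Red kept so more efflux inhibition; some compounds called inactive have numbers as strong as hits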
# ZTA counter: blocks Epstein-Barr virus ZTA, an EBNA-1 counter-screen; ZTA-DNA binding, fluorescence polarization; 0.15% of 320,000 active; AID 2234; P03206; inhibition, % at 11 µM; in the data active = inhibition above about 33%
# Target sequence (P03206 whole entry, looked up): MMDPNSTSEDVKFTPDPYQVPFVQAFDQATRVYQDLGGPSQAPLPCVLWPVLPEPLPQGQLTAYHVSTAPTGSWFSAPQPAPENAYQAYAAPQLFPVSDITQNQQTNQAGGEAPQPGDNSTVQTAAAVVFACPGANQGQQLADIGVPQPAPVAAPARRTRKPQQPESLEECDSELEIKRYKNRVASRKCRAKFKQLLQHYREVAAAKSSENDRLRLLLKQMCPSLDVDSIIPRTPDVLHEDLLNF
# CR mimetic SO: lowers age-related superoxide in aged yeast cells | S. cerevisiae aged cells, superoxide DHE fluorescence; active compounds read low | superoxide response (% of plate mean), % at 10 µM | 0.18% of 330,000 active;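 active = superoxide response under a set limit, about three screen SD below normal, cut at about 65% in these data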;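 also: yeast aged for seven days with compound at 30 °C before DHE staining; 100% = average MFI of all compound-treated wells on the plate with controls excluded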
# MEX-5 binding: C. elegans MEX-5 TCR-2 RNA binding activity | Q9XUB2 | MEX-5/FITC-TCR2 RNA binding, fluorescence polarization; active compounds read low | activity score (negative = inhibition of binding), % at 10 µM | 0.38% of 300,000 active | AID 1832;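 active = inhibition past about -25% in most replicates, and total fluorescence under double the plate's negative control median, limit read from the data; inconclusive = replicates evenly split on the limit, or fluorescence at least double controls; inactive = too little inhibition in most replicates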;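 also: 0% = DMSO and -100% = 5 µM competing unlabeled TCR2 RNA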
# MCL1 BIM primary: MCL1-BIM-BH3 interaction inhibition (human); GST-MCL1 / FITC-Bim-BH3 fluorescence polarization; 0.68% of 320,000 active; inhibition, % at 10.9 µM;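 active = inhibition above the mean inhibition of all tested compounds plus 3 SD, set per campaign, cut at about 40% in these data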;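 also: 0% = DMSO wells and 100% = unlabeled Bim-BH3 peptide control; higher means more loss of mP so more displacement of Bim peptide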
# Target sequence (Q07820 whole entry, looked up): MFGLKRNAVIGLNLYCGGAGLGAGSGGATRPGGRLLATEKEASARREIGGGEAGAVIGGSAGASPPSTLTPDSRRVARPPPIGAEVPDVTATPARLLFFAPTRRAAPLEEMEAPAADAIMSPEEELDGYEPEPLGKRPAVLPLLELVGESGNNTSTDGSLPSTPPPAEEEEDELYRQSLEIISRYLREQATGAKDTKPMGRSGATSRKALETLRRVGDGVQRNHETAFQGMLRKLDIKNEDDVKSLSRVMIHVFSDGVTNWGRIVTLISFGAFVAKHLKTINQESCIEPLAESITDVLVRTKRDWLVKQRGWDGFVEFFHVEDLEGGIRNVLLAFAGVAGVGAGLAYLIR
# Fam108B inh: blocks mouse Fam108B hydrolase in RBBP9 counter-screen | recombinant Fam108B, FP-Rh probe fluorescence polarization | inhibition, % at 9.51 µM | 0.33% of 300,000 active;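 active = inhibition above the screen mean inhibition plus 3 SD, computed separately per campaign, cut at about 18% in these data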;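 also: inhibitors lower polarization as less probe binds the enzyme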
# Bcl-xL primary: inhibitors of human Bcl-xL | inhibition, % at 10.9 µM | Q07817 | GST-Bcl-xL / FITC-Bim BH3 peptide fluorescence polarization | 0.7% of 320,000 active | AID 2129;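 active = inhibition above the mean of all tested compounds plus 3 SD, cutoff set per campaign, cut at about 30% in these data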;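 also: 0% = DMSO wells and 100% = unlabeled Bim-BH3 peptide competitor; inhibitors lower millipolarization by displacing the labeled peptide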
# Target sequence (Q07817 whole entry, looked up): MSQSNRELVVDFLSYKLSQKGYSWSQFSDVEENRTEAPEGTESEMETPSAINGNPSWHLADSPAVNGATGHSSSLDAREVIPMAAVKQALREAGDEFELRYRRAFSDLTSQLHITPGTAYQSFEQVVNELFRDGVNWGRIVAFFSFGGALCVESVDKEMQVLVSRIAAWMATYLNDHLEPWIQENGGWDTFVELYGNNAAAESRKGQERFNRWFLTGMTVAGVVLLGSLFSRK
# EBNA-1 inh: blocks EBNA-1 binding to DNA | EBNA-1 DNA binding, fluorescence polarization | inhibition, % at 14.8 µM | 0.34% of 300,000 active; in the data active = inhibition above about 28%
# GLD-1 RNA inh: GLD-1-TGE RNA interaction inhibition (C. elegans); 0.44% of 320,000 active; purified GLD-1 + fluorescein TGE RNA, fluorescence polarization; Q17339; inhibition, % at 5.96 µM;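 active = percent inhibition above a per-plate cutoff, the plate mean of test compounds plus 3 SD, cut at about 30% in these data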;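 also: 0% = DMSO wells with GLD-1 and probe and 100% = wells lacking GLD-1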
# Active calls of the source: *; ? = inconclusive; · = no result given.
1. S=c1[nH]nc(-c2cccnc2)n1Cc1ccccc1
2. O=C(CSc1nnc(-c2ccco2)o1)NCCc1ccccc1
3. N#CCSc1nnc(Nc2ccccc2)s1
4. Cc1onc(-c2ccccc2)c1C(=O)N/N=C/c1ccc([N+](=O)[O-])c(O)c1
5. CCN(CC)c1ccc(NC(=O)CCc2nnc3ccc(N4CCCCC4)nn23)c(C)c1
6. CCCCc1c(C)nc(N2CCCC2)[nH]c1=O
7. Cc1cc(C)cc(OCC(=O)NC2=NCCS2)c1
8. CCOC(=O)C1=C(O)/C(=C/c2ccc(OCC(=O)O)c(OC)c2)SC1=Nc1ccc(OCC)cc1

assay / entry	1	2	3	4	5	6	7	8
Fam108B inh	0	·	-2	6	4	2	-1	-4
EBNA-1 inh	-4	·	0	14	-22	-9	9	2
Efflux pump mplx	0.1	0.0	-0.2	0.6	0.3	0.0	0.0	-3.8
Bcl-xL primary	-17	1	-7	10	-3	0	4	6
CR mimetic SO	104	94	88	113	92	113	92	113
MCL1 BIM primary	-10	4	-8	17	1	-5	3	10
MEX-5 binding	-0.2	·	-2.7	2.4	0.0	1.6	0.9	-1.4
ZTA counter	-5	-6	-8	-13	-14	3	2	-14
GLD-1 RNA inh	-1	3	2	-4	1	1	1	4

9. O=C(Nc1ccccc1)/C(=C/c1cccc(Br)c1)NC(=O)c1ccco1
10. CCc1ccc(NC(=S)NC2CC3CCC(C2)N3Cc2ccco2)cc1 (stereo not drawn)
11. O=C(Cc1ccccc1)Nc1ccc(CN2CCOCC2)cc1
12. COc1ccc(CNC(=O)CSc2nc(SC)ns2)cc1
13. O=C(Cc1c[nH]c2ccccc12)NCC(=O)Nc1ccc(F)c(F)c1F
14. COCCn1c(-c2ccc(OC)cc2)nc2oc3cc(OC)ccc3c(=O)c2c1=O
15. CCSc1ccccc1C(=O)N1CCCC1
16. C=CCNC(=O)C1CC(=O)N(c2ccc(OCC(=O)Nc3ccc(C)cc3)cc2)C1 (stereo not drawn)

assay / entry	9	10	11	12	13	14	15	16
Fam108B inh	0	-1	0	-3	·	-2	1	-2
EBNA-1 inh	-6	2	6	1	·	-2	10	4
Efflux pump mplx	-0.1	-0.1	-0.1	0.0	-0.1	1.0	-0.5	0.0
Bcl-xL primary	-1	-2	5	5	3	-2	1	4
CR mimetic SO	112	103	72	100	82	108	84	106
MCL1 BIM primary	-2	-1	-4	0	6	7	3	-3
MEX-5 binding	-3.1	0.3	-0.4	1.0	·	2.3	-1.5	1.3
ZTA counter	-10	3	7	-1	7	5	7	-11
GLD-1 RNA inh	10	12	2	0	1	5	-2	-1

17. O=C(CSCc1ccc(F)cc1)Nc1nc2c(s1)CCCC2
18. CC(NC(=O)CN1CCN(c2cccc(Cl)c2)CC1)c1ccccc1 (stereo not drawn)
19. Cc1cc(Br)ccc1NC(=O)CN(C)C(=O)C1CCN(C(=O)c2ccc(F)cc2)CC1
20. c1csc(-c2nnc(COc3ncnc4sccc34)o2)c1
21. COc1ccc(NC(=O)/C=C/C(=O)O)c(OC)c1
22. CSc1cccc(NC(=O)c2sc3nc4n(c(=O)c3c2C)CCC4)c1
23. Cc1ccc(C(C(=O)NC2CCCC2)N(C(=O)c2csnn2)c2cccc(F)c2)o1 (stereo not drawn)
24. CC(C)C/C(O)=C/c1nc2cc(Cl)ccc2oc1=O

assay / entry	17	18	19	20	21	22	23	24
Fam108B inh	-2	-4	0	1	0	0	-4	1
EBNA-1 inh	1	1	1	-7	4	1	6	-6
Efflux pump mplx	0.0	0.1	0.0	-0.1	-0.1	0.1	-0.1	0.1
Bcl-xL primary	0	1	5	3	6	12	5	6
CR mimetic SO	92	97	101	88	116	131	100	96
MCL1 BIM primary	4	1	7	-4	-5	-1	3	7
MEX-5 binding	0.5	1.0	1.6	-2.6	0.1	-0.6	-0.9	0.4
ZTA counter	-5	-26	13	-9	11	-11	-2	-25
GLD-1 RNA inh	0	-3	0	-4	0	2	7	4

25. O=C(Nc1ccncc1)c1ccccc1F
26. COc1cccc(N=CC2=C(O)CCCC2=O)c1
27. CC(C)(C)C(=O)O/N=C(\N)COc1cccc(Cl)c1
28. CC(=O)CC(=O)Nc1nc(C)cc(C)n1
29. CCc1cccc(CC)c1NC(=O)COC(=O)CCc1cc(OC)c(OC)c(OC)c1
30. COc1ccc(OC)c(NC(=O)N[C@@H](Cc2ccccc2)C(=O)O)c1
31. CN1CN(C)c2ccc([N+](=O)[O-])c3cccc1c23
32. Cc1ccc(OCc2ccc(C(=O)Nc3cc(C)on3)o2)c([N+](=O)[O-])c1

assay / entry	25	26	27	28	29	30	31	32
Fam108B inh	-8	-2	0	3	-2	1	3	-7
EBNA-1 inh	-14	-3	-4	8	1	5	-7	3
Efflux pump mplx	-0.2	-0.1	0.4	0.0	1.7	0.0	-0.2	-0.2
Bcl-xL primary	2	9	2	-3	3	-1	2	-2
CR mimetic SO	103	94	101	98	87	111	103	109
MCL1 BIM primary	-2	5	3	-12	2	-5	1	1
MEX-5 binding	2.1	1.6	2.3	-0.6	1.6	2.0	-2.3	-0.2
ZTA counter	-31	4	-11	7	24	7	-11	15
GLD-1 RNA inh	-2	4	4	-1	2	4	-4	6

33. Cc1cc(NC(=O)CCCC(=O)OCC(F)(F)C(F)F)cc(C)c1C(=O)O
34. Cc1cc(C(=O)O[C@H]2[C@H](C)NS(=O)(=O)[C@H]3C[C@@H]4C=C[C@]23O4)cc([N+](=O)[O-])c1
35. CCC1=NN2C(=N)/C(=C\c3cccn3-c3ccc(C)cc3C)C(=O)N=C2S1
36. Cc1cc(C)n(NC(=S)NC2CCCC2)c(=O)c1C#N
37. Cc1cccc(Nc2nc(N)nc(CN3CCN(c4ccccc4)CC3)n2)c1
38. Cn1c(=O)c2c(nc(OCc3cccnc3)n2Cc2ccccc2)n(C)c1=O
39. Cc1ccc([N+](=O)[O-])cc1NC(=O)CSc1nnc(C)n1CC1CCCO1 (stereo not drawn)
40. Oc1ccccc1CNCCCNCc1ccccc1O

assay / entry	33	34	35	36	37	38	39	40
Fam108B inh	8	·	-2	5	-4	5	-3	6
EBNA-1 inh	7	·	4	0	-9	-23	-5	-7
Efflux pump mplx	-0.2	-0.1	-0.7	0.0	0.3	0.4	0.0	0.2
Bcl-xL primary	6	0	5	9	4	5	3	3
CR mimetic SO	96	102	104	104	89	106	100	78
MCL1 BIM primary	0	-4	-2	4	5	6	2	3
MEX-5 binding	-0.8	·	6.8	0.0	1.7	-1.3	-0.3	0.8
ZTA counter	-7	9	29	3	3	-5	-8	2
GLD-1 RNA inh	0	10	3	8	-3	-3	-1	-7

# Record cards, from the list above.
# Listed for COCCn1c(-c2ccc(OC)cc2)nc2oc3cc(OC)ccc3c(=O)c2c1=O → Fam108B inh: -2; EBNA-1 inh: -2; Efflux pump mplx: 1.0; Bcl-xL primary: -2; CR mimetic SO: 108; MCL1 BIM primary: 7; MEX-5 binding: 2.3; ZTA counter: 5; GLD-1 RNA inh: 5
# Listed for CSc1cccc(NC(=O)c2sc3nc4n(c(=O)c3c2C)CCC4)c1 → Fam108B inh: 0; EBNA-1 inh: 1; Efflux pump mplx: 0.1; Bcl-xL primary: 12; CR mimetic SO: 131; MCL1 BIM primary: -1; MEX-5 binding: -0.6; ZTA counter: -11; GLD-1 RNA inh: 2

# Further records follow:
41. Cc1onc(-c2ccccc2)c1C(=O)N1CCN(S(=O)(=O)c2ccccc2C(F)(F)F)CC1
42. Cn1cccc1/C=N/N1CCN(Cc2ccccc2Cl)CC1
43. O=C(CCNC(=O)c1ccc(Br)cc1)Nc1ccccc1N1CCOCC1
44. Cc1cccc(N2CCN(C(=O)CCn3c(=S)[nH]c4cc5c(cc4c3=O)OCO5)CC2C)c1 (stereo not drawn)
45. Cn1nccc1C(=O)Nc1ccc(OC(=O)c2ccnn2C)cc1
46. O=C(Oc1ccc2c(c1)O/C(=C\c1ccncc1)C2=O)c1cccs1
47. CN1CCN(C(=O)/C(=C/c2cccc([N+](=O)[O-])c2)NC(=O)c2ccccc2)CC1
48. O=C(CCN1C(=O)/C(=C\c2ccco2)SC1=S)Nc1ccc(C(=O)O)c(O)c1

assay / entry	41	42	43	44	45	46	47	48
Fam108B inh	3	4	1	6	5	-1	3	9
EBNA-1 inh	0	5	-7	13	5	-12	-1	-1
Efflux pump mplx	0.1	-0.1	0.0	0.0	-0.1	0.5	-0.1	-0.1
Bcl-xL primary	-3	2	3	6	-3	78*	4	31*
CR mimetic SO	98	93	105	102	96	101	101	72
MCL1 BIM primary	-7	-1	0	2	-1	82*	3	64*
MEX-5 binding	1.7	-3.8	0.1	-0.2	-0.1	-5.1	1.8	?
ZTA counter	5	-11	7	-7	-16	7	-14	44*
GLD-1 RNA inh	1	-6	4	-6	7	84*	7	0

49. CC(=O)c1ccccc1OCC(O)CNC1CCCC1 (stereo not drawn)
50. COC(=O)C1(C)NC(c2ccc(F)cc2)C2C(=O)N(c3ccccc3)C(=O)C21 (stereo not drawn)
51. Cc1cnc(C(=O)Nc2ccc(F)c(F)c2)cn1
52. CC1CC(C)(C)NC(C)c2ccccc21 (stereo not drawn)
53. C=CCNc1ncnc2c1cnn2-c1ccc(Cl)cc1
54. CCOC(=O)C(NC(C)=O)C(OC(C)=O)c1cccc([N+](=O)[O-])c1 (stereo not drawn)
55. O=C(CSc1ccc(Cl)cc1)Nc1ccc(-c2nc3ccccc3[nH]2)cc1
56. Cc1nn(C(C)(C)C)c(NC(=O)c2ccc(Cl)cc2)c1Br

assay / entry	49	50	51	52	53	54	55	56
Fam108B inh	-4	-2	-5	5	0	1	-4	-3
EBNA-1 inh	-5	-7	-3	-4	0	-10	6	-7
Efflux pump mplx	0.5	-0.1	-0.1	0.1	-0.3	-0.1	-0.4	-0.1
Bcl-xL primary	7	8	0	5	3	0	-6	4
CR mimetic SO	102	95	86	97	84	115	92	92
MCL1 BIM primary	-3	-4	0	3	11	-2	-12	3
MEX-5 binding	-0.2	0.9	-1.1	-1.7	-1.4	1.6	-0.8	·
ZTA counter	5	-3	18	11	-9	-18	6	-20
GLD-1 RNA inh	2	5	-7	6	2	-1	1	3

57. COC(=O)c1cccc(NC(=O)C2C3CCC(C3)C2C(=O)O)c1 (stereo not drawn)
58. O=C(Nc1cccc(C(F)(F)F)c1)c1cccc(NS(=O)(=O)c2ccc(Br)c(C(=O)O)c2)c1
59. CCOC(=O)c1c(C(=O)OCC)c(C)n(N2C(=O)CSC2=S)c1C
60. Cc1cc(C)cc(C(=O)Nc2ccc(NC(=O)Cc3ccccc3)cc2)c1
61. COc1ccc(CNC(=O)C2CCCN2S(=O)(=O)c2ccccc2)cc1 (stereo not drawn)
62. COc1ccc(C)cc1NC(=O)CN1CCCN(S(=O)(=O)c2ccc(Br)cc2)CC1
63. COc1cccc(S(=O)(=O)Nc2ccc(C(=O)Nc3ccncc3)cc2)c1
64. CC(C)c1nnc(NC(=O)Cc2cccs2)s1
65. COc1ccccc1Oc1ncnc2c1cnn2-c1ccccc1

assay / entry	57	58	59	60	61	62	63	64	65
Fam108B inh	-2	-3	-6	-1	0	-2	3	-1	6
EBNA-1 inh	0	-4	-1	14	-5	-6	-1	7	-9
Efflux pump mplx	-0.1	0.2	0.0	0.0	0.0	-0.1	-0.2	-0.1	-0.3
Bcl-xL primary	4	3	12	10	2	4	-3	0	5
CR mimetic SO	105	110	98	112	86	110	92	90	97
MCL1 BIM primary	6	9	10	10	1	6	5	1	4
MEX-5 binding	-1.4	2.9	2.2	3.0	-1.0	1.3	-0.2	0.4	0.1
ZTA counter	-1	-1	8	9	6	3	5	13	-8
GLD-1 RNA inh	2	2	2	-2	2	1	4	0	-3

# Assay outcomes as filed in PubChem.

# Not a hit list; overall some 2.3% were active at least once.
